High-throughput results as filed in PubChem.
Mtb UGM inh – blocks M. tuberculosis UGM enzyme | P9WIQ1 | purified UGM, fluorescence polarization probe displacement | inhibition, % at 10 µM | 0.06% of 320,000 active | AID 504406; in the data active = inhibition above about 10%, passing the limit was not always enough; inconclusive = no clear call, values can overlap the other calls
Target sequence (P9WIQ1 whole entry, looked up): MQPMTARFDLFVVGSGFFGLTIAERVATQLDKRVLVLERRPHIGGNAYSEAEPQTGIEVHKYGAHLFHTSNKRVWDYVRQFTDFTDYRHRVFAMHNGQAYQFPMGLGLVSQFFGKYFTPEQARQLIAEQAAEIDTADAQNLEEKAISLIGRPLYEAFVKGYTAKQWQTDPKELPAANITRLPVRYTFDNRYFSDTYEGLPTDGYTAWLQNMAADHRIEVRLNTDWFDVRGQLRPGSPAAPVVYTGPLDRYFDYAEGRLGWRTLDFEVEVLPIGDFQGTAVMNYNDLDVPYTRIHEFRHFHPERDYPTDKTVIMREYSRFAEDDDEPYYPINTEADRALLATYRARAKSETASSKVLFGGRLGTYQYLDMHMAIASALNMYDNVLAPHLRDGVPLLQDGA
Mtb FBA inh – inhibits M. tuberculosis FBA enzyme; purified M. tuberculosis FBA, fluorescence read-out; inhibition, % at 1 µM; AID 588726; P9WQA3; 2.3% of 360,000 active; in the data active = inhibition above about 27%;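 note: 0% = vehicle and 100% = reference inhibitor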
Target sequence (P9WQA3 whole entry, looked up): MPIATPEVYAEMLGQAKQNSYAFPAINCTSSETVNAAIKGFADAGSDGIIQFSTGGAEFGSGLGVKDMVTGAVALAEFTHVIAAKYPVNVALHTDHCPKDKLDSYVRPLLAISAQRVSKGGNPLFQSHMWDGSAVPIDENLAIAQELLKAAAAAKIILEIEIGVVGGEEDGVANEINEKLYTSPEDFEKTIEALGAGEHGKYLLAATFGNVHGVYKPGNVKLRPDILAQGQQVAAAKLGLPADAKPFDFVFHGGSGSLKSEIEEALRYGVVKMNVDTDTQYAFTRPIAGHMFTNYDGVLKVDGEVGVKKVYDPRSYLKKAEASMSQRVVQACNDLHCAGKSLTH
GDH-TPI inh – GDH-TPI coupled enzyme inhibition counter-screen. GDH-TPI coupled enzyme counterscreen, NADH absorbance. inhibition, % at 4.8 µM. 1.2% of 360,000 active;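 note: 0% = DMSO wells and 100% = wells lacking the enzyme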
PrPC TRFRET – inhibitors of human cell surface prion protein PrPC; TR-FRET read-out; inhibition, % at 13.8 µM; 0.43% of 370,000 active; in the data active = inhibition above about 24%; note: 0% = median of the test wells and 100% = reference compound wells
BoNT-F LC inh – blocks Botulinum neurotoxin F light chain protease; inhibition, % at 10 µM; 0.22% of 360,000 active; Multiplex microsphere protease cleavage assay, flow cytometry; in the data active = inhibition above about 35%, passing the limit was not always enough; inconclusive = no clear call, values can overlap the other calls; note: plate controls were buffer without enzyme for full effect and enzyme alone for no effect
FadD28 FP inh – blocks FadD28 binding to the bisubstrate probe. fluorescence polarization. inhibition, % at 12.5 µM. 0.22% of 360,000 active; in the data active = inhibition above about 8.5%, passing the limit was not always enough; inconclusive = no clear call, values can overlap the other calls
CCHFV vOTU inh – blocks the CCHF virus ovarian tumor domain protease. CCHFV vOTU protease, Pep-AMC fluorescence. 0.55% of 370,000 active. inhibition, % at 11.5 µM. AID 651958; note: 0% = vehicle wells with enzyme and 100% = no enzyme wells
BoNT-A LC inh2 – blocks Botulinum neurotoxin A light chain protease; multiplex microsphere protease substrate cleavage, flow cytometry; inhibition, % at 10 µM; 0.17% of 360,000 active; AID 588499; in the data active = inhibition above about 30%; inconclusive = no clear call, values can overlap the other calls; note: plate controls were buffer without enzyme for full effect and enzyme alone for no effect
Mtb BioA inh – BioA (M. tuberculosis) enzyme inhibition; purified M. tuberculosis BioA enzyme, plate reader; inhibition, % at 9.99 µM; 0.096% of 360,000 active; AID 602481; in the data active = inhibition above about 40%; inconclusive = no clear call, values can overlap the other calls
Numbers without * were called inactive; u = inconclusive; x = not tested or not shown; + = active, no number; & = joins results of further samples. Cut-off read from the data, not from the text of the source, unless noted: active = inhibition above about 30%; inactive = the rest.

SMILES	Mtb UGM inh	Mtb FBA inh	GDH-TPI inh	PrPC TRFRET	BoNT-F LC inh	FadD28 FP inh	CCHFV vOTU inh	BoNT-A LC inh2	Mtb BioA inh
Cc1ccc(N(C(=O)CCC(=O)Nc2nccs2)C(C(=O)NC(C)(C)C)c2ccc(O)cc2)cc1 (stereo not drawn)	-0.5	2	-9	-15	-1	-1.6	16	-0.4	-1.8
CCc1cc[n+](C(C(=S)Nc2cccc(C)c2)=C([O-])c2ccc(C)c([N+](=O)[O-])c2)cc1	x	3	14	-11	-38	0.1	19	6.7	-1.8
O=C(Cc1cccc2ccccc12)N/N=C/c1ccc(OC(=O)/C=C/c2ccco2)cc1	0.3	1	17	3	-8	0.9	9	-0.7	2.4
Cc1ccc(Cn2ccsc2=NC(=O)COC(=O)C(C)C)cc1	0.8	1	1	-3	-4	-2.0	9	-0.4	1.2
O=C(O)c1ccccc1C(=O)N1CCN(S(=O)(=O)c2cccc(C(F)(F)F)c2)CC1	3.6	1	2	2	-8	-0.7	-9	-0.8	-0.1
Cc1ccc2oc(C(=O)Nc3nnc(C)s3)c(C)c2c1	2.6	-1	14	-3	6	-0.7	4	1.1	-1.1
OC(Cn1ccnc1)c1ccc(Cl)cc1Cl (stereo not drawn)	-1.3	1	2	-1	-4	-1.4	-12	-0.2	0.2
O=C(O)C1CCCCC1C(=O)Nc1cc(C(F)(F)F)ccc1Cl (stereo not drawn)	5.3	2	-6	0	-3	-1.8	2	-1.1	x
O=C(O)CCCN=CC1=C(O)C(C(=O)c2ccccc2)CCC1=O (stereo not drawn)	-1.4	2	-1	4	19	0.1	5	1.2	-1.5
N=c1ccn(CC(=O)NC(N)=O)c2ccccc12	5.5	0	25	-2	2	-1.3	11	-0.6	-0.3
CCOC(=O)/C(=C(/C)N)C1CC(=O)NC1=O (stereo not drawn)	x	-1	7	7	1	-0.7	-3	-0.1	-0.8
COc1ccc(NC(=O)c2cc3c([nH]c4ccccc43)c(C)n2)cc1	2.3	0	1	-5	1	-3.5	-7	0.4	0.7
COCCNC(=O)C(c1ccco1)N(C(=O)Cn1nnc2ccccc21)c1cccc(C)c1C (stereo not drawn)	-0.6	-4	-5	-3	21	0.2	6	0.2	25
COc1ccc(C(=O)c2oc3ccc(Br)cc3c2NC(C)=O)cc1	0.7	0	4	-1	-9	-1.6	1	0.9	-0.9&-1.7
CC1CCN(c2oc(Cc3cccc4ccccc34)nc2C#N)CC1	1.2	-2	4	0	2	2.6	10	-0.3	-0.5
Clc1cc(CSc2ccccc2)nc(-c2ccccc2)n1	0.9	-1	-8	5	-8	-1.6	29	0.2	x
Cc1cccc(N(Cc2ccccc2)C(=O)c2ccc(F)c(S(=O)(=O)N3CCOCC3)c2)c1	0.1	1	2	5	0	-2.9	-2	-5.0	1.2
Nc1nc(COC(=O)c2ccco2)nc(Nc2ccccc2)n1	x	2	-5	-4	-6	-0.9	11	-0.2	-0.6
CC(C)(C)c1ccc(/C=N/N2C(=O)CSC2=S)cc1	0.0	-4	3	7	8	-3.3	10	2.3	-1.0
CC#CC(=O)N1CCC(C(=O)Nc2ccc(Oc3ccccc3)nc2)CC1	-0.6	-3	3	-3	3	-7.8	-10	-1.0	-0.4

2 entries picked at random from the list so far:
SMILES	Mtb UGM inh	Mtb FBA inh	GDH-TPI inh	PrPC TRFRET	BoNT-F LC inh	FadD28 FP inh	CCHFV vOTU inh	BoNT-A LC inh2	Mtb BioA inh
CC(C)(C)c1ccc(/C=N/N2C(=O)CSC2=S)cc1	0.0	-4	3	7	8	-3.3	10	2.3	-1.0
CC1CCN(c2oc(Cc3cccc4ccccc34)nc2C#N)CC1	1.2	-2	4	0	2	2.6	10	-0.3	-0.5

Twelve entries from above, sorted by count of non-hydrogen atoms, lowest first.
SMILES	Mtb UGM inh	Mtb FBA inh	GDH-TPI inh	PrPC TRFRET	BoNT-F LC inh	FadD28 FP inh	CCHFV vOTU inh	BoNT-A LC inh2	Mtb BioA inh
CCOC(=O)/C(=C(/C)N)C1CC(=O)NC1=O (stereo not drawn)	x	-1	7	7	1	-0.7	-3	-0.1	-0.8
N=c1ccn(CC(=O)NC(N)=O)c2ccccc12	5.5	0	25	-2	2	-1.3	11	-0.6	-0.3
CC(C)(C)c1ccc(/C=N/N2C(=O)CSC2=S)cc1	0.0	-4	3	7	8	-3.3	10	2.3	-1.0
Cc1ccc2oc(C(=O)Nc3nnc(C)s3)c(C)c2c1	2.6	-1	14	-3	6	-0.7	4	1.1	-1.1
Clc1cc(CSc2ccccc2)nc(-c2ccccc2)n1	0.9	-1	-8	5	-8	-1.6	29	0.2	x
Cc1ccc(Cn2ccsc2=NC(=O)COC(=O)C(C)C)cc1	0.8	1	1	-3	-4	-2.0	9	-0.4	1.2
COc1ccc(C(=O)c2oc3ccc(Br)cc3c2NC(C)=O)cc1	0.7	0	4	-1	-9	-1.6	1	0.9	-0.9&-1.7
COc1ccc(NC(=O)c2cc3c([nH]c4ccccc43)c(C)n2)cc1	2.3	0	1	-5	1	-3.5	-7	0.4	0.7
CC#CC(=O)N1CCC(C(=O)Nc2ccc(Oc3ccccc3)nc2)CC1	-0.6	-3	3	-3	3	-7.8	-10	-1.0	-0.4
O=C(O)c1ccccc1C(=O)N1CCN(S(=O)(=O)c2cccc(C(F)(F)F)c2)CC1	3.6	1	2	2	-8	-0.7	-9	-0.8	-0.1
O=C(Cc1cccc2ccccc12)N/N=C/c1ccc(OC(=O)/C=C/c2ccco2)cc1	0.3	1	17	3	-8	0.9	9	-0.7	2.4
COCCNC(=O)C(c1ccco1)N(C(=O)Cn1nnc2ccccc21)c1cccc(C)c1C (stereo not drawn)	-0.6	-4	-5	-3	21	0.2	6	0.2	25

Additional structures follow.
SMILES	Mtb UGM inh	Mtb FBA inh	GDH-TPI inh	PrPC TRFRET	BoNT-F LC inh	FadD28 FP inh	CCHFV vOTU inh	BoNT-A LC inh2	Mtb BioA inh
CN(C(=O)c1ccccn1)c1nnc(-c2cnccn2)s1	-1.1	2	8	-8	6	-2.0	4	0.7	-0.2
O=S(=O)(Nc1ccc(N2CCOCC2)cc1)c1c(F)cc(F)cc1Br	-2.7	0	-1	5	-32	1.1	0	-3.5	0.7
COc1ccc(CN2CCN(CCSc3ccc(C)cc3)CC2)c(OC)c1OC	0.5	3	1	6	x	-0.9	3	x	0.3
CCOC(=O)c1cnn2c(C(F)(F)F)cc(-c3ccco3)nc12	2.3	53*	21	-25	-4	-2.9	-54	0.0	6.2
O=C(c1ccc(Cl)cc1)c1ccc(OCC(=O)N2CCOCC2)cc1	-0.6	6	19	2	-21	0.6	-12	-0.7	-0.3
CCOC(=O)C1(Cc2ccccc2)CCCN(Cc2ccncc2)C1 (stereo not drawn)	0.0	-3	-3	12	-3	-3.7	8	-0.4	x
NC(=O)c1ncc(C(F)(F)F)cc1Oc1ccc(F)cc1	-2.4	3	-13	11	u	-2.5	14	0.2	-0.8
COCCNC(=S)c1ccc(Br)cc1	2.7	-1	3	-7	-1	0.3	4	-1.8	-0.2
Cc1ccc(C)c2[nH]c(=O)c(C(c3nnnn3Cc3ccccc3)N3CCc4ccccc4C3)cc12 (stereo not drawn)	1.6	2	12	-3	1	-2.3	9	u	-2.5
Cc1cc(C=O)c(C)n1-c1ccc(N2CCOCC2)cc1	-0.3	54*	-5	1	15	-0.9	9	-0.6	-0.3
CN1C(=S)N(c2cccnc2)C(=O)/C1=C\c1ccc(C(C)(C)C)cc1	3.2	-7	5	2	-3	-5.0	2	3.8	x
CC(C)NC(=O)c1cc(C2CCCCN2S(=O)(=O)c2ccccc2)on1 (stereo not drawn)	x	-3	5	0	10	-0.2	5	0.1	-0.3
O=C(CSc1nnc2c(n1)[nH]c1ccc(S(=O)(=O)N3CCOCC3)cc12)Nc1ccc(F)c(F)c1	0.3	-1	-5	1	-6	-7.4	26	-0.4	x
Cc1ccc2c(Cl)c(C(=O)Nc3cc(C)on3)sc2c1	1.5	3	12	0	-2	0.5	-2	-0.7	-0.9
Cc1ccc(NC(NC(=O)Cc2ccccc2)C(Cl)(Cl)Cl)cc1 (stereo not drawn)	x	-2	8	-2	-6	-1.3	-4	-0.4	-1.5
O=C(Nc1cccc(C(F)(F)F)c1)c1cc2c(=O)c3ccccc3oc2nc1C(F)(F)F	2.1	1	5	1	-5	0.0	-7	u	-1.0
Cc1ccc(C(C(=O)Nc2ccc3c(c2)OCO3)N(C)C(=O)/C=C\c2ccc3c(c2)OCO3)cc1 (stereo not drawn)	x	7	21	15	-2	-2.6	16	-0.6	-1.4
COc1ccc(CCNC(=O)c2cc(S(=O)(=O)N(C)c3ccccc3)ccc2Cl)cc1	2.3	0	3	-1	-2	-0.9	0	0.6	3.4
CCNS(=O)(=O)c1ccc(CCC(=O)NCc2ccc(C)cc2)cc1	-1.3	2	-5	4	-2	-1.1	-8	-0.4	1.8
COc1ccccc1N1CCN(Cc2cc3c(cc2O)OCO3)CC1	-1.3	0	9	2	-2	-2.5	-15	-4.8	-0.6
O=C(NNc1ccccc1)/C(=C\c1cccnc1)NC(=O)c1ccccc1	0.3	0	4	9	-5	-2.3	-6	-0.7	x
O=C1C(Cl)=C(NCC2CCCO2)C(=O)N1C1CCCCC1 (stereo not drawn)	1.9	2	1	-10	13	-2.0	-9	9.5	-1.5
CN(C1=NC(=O)C(CC(=O)O)S1)c1ccc(O)cc1 (stereo not drawn)	-0.4	1	2	5	1	-1.2	-16	0.4	x
O=C(Nc1nccc(-c2cccs2)n1)c1ccccc1Cl	-0.3	4	0	-2	2	-3.1	7	1.7	0.9
CCOc1ccc(C(C)=O)cc1CSc1nc(C)cc(C)n1	1.5	-1	-5	-6	-3	-4.0	-13	-0.4	3.2
N#Cc1ccccc1OCC(O)CS(=O)(=O)c1ccccc1 (stereo not drawn)	0.9	1	2	9	4	-2.2	-1	-0.9	0.1
Cc1nc(NC(=O)c2ccco2)sc1-c1csc(Nc2ccc(Cl)cc2Cl)n1	0.4	4	2	0	-7	-1.1	4	0.2	-0.9
CC(=O)c1ccc(OCCCC(=O)OCC(=O)Nc2c(C)nn(-c3ccccc3)c2C)cc1	-1.9	2	1	-6	-5	-2.0	-10	-0.8	5.5
O=C(NCCN1CCC(Cc2ccccc2)CC1)C1CCCN(S(=O)(=O)c2cnc[nH]2)C1 (stereo not drawn)	-0.9	0	2	1	-1	-1.8	-8	-0.1	0.1
Cn1cc(C(=O)c2ccc(Cl)cc2Cl)cc1C(=O)O	1.2	-1	8	13	-13	-1.9	1	0.3	-0.2
NS(=O)(=O)c1ccc(N2N=C(c3ccccc3)CC2c2ccc(F)cc2)cc1 (stereo not drawn)	-2.3	+	9	-2	-1	-3.8	-199	-0.1	x
Cc1cc(=O)oc2c3c(cc(OCC(=O)NC(C)C)c12)OC(C)(C)CC3	3.9	+	15	0	6	-1.4	-184	-2.2	1.3
